# Screens: PubChem, Broad Institute
# ARNT-TACC3 inh: disruptors of human ARNT/TACC3 interaction; 390,000 tested, 0.66% active; Q9Y6A5; AID 623870; inhibition, % at 9.99 µM; AlphaScreen His-ARNT PAS-B/GST-TACC3 binding, luminescence; TACC3 fragment carries E629A point mutation;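 active = mean inhibition of replicates at least 50% and at least half of replicates each reaching 50%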;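 also: 0% = complete ARNT plus TACC3 wells and 100% = ARNT alone without TACC3; many hits fall short of the cut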
# RAD54 branch: inhibitors of human RAD54 branch migration; 360,000 tested, 0.14% active; inhibition, % at 10.4 µM; RAD54 Holliday junction branch migration, FAM/BHQ fluorescence;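 active = mean normalized replicate activity at least 40 and at least half of replicates scoring 40 or more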;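 also: 0% = median of neutral control wells and 100% = median of positive control wells; inhibitors cause a drop in the FAM fluorescence signal; in these data hits start at about 50%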
# CASP6 VEID inh: inhibitors of human caspase-6; 350,000 tested, 0.53% active; purified caspase-6, Z-VEID-R110 cleavage fluorescence; inhibition, % at 12.5 µM; P55212;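 active = mean inhibition across replicates at least about 35%, with every replicate also reaching that limit, limit read from the data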;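 also: 0% = median of neutral control wells and 100% = no fluorescence left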
# RAD52 anneal inh: RAD52 (human) annealing inhibition | P43351 | recombinant RAD52 DNA annealing, FRET fluorescence | inhibition, % at 18.7 µM | 360,000 tested, 0.46% active | AID 651710;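 active = every replicate showing at least 50% inhibition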
# Target sequence (P43351 whole entry, looked up): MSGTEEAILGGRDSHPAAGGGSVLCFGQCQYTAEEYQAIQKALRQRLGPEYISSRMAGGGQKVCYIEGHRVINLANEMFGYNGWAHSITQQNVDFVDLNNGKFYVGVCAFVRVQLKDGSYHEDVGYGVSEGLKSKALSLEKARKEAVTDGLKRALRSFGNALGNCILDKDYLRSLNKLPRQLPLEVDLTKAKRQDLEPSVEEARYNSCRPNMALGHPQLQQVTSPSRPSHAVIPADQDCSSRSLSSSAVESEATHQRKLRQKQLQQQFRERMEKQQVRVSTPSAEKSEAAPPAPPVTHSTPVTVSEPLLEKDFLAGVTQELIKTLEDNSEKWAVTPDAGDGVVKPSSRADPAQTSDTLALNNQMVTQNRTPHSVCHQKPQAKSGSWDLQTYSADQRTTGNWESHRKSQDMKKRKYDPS
# ERp5 block: inhibitors of human ERp5; inhibition, % at 9.99 µM; Q15084; ERp5 insulin aggregation, absorbance 650 nm, 90 min; 350,000 tested, 0.05% active;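 active = mean replicate inhibition above about 25%, with every replicate also reaching it, limit read from the data, passing the limit was not always enough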
# Target sequence (Q15084 whole entry, looked up): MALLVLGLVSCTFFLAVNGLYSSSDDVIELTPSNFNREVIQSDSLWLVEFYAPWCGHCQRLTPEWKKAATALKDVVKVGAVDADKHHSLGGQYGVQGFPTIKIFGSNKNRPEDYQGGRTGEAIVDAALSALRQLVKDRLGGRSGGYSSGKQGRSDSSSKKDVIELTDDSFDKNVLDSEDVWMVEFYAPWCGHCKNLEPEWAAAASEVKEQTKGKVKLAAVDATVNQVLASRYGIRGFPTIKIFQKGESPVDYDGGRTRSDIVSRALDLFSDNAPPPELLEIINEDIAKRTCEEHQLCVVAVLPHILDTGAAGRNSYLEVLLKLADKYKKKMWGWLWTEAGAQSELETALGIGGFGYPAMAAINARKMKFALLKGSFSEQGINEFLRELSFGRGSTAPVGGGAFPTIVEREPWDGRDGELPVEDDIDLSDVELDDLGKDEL
# PglD DTNB: blocks C. jejuni PglD acetyltransferase activity; inhibition, % at 12.5 µM; purified PglD enzyme, DTNB colorimetric CoA detection; AID 602405; 360,000 tested, 0.098% active; in the data active = inhibition above about 16%, passing the limit was not always enough; also: strong numbers were not always called active
# esBAF inh: blocks esBAF chromatin remodeling in mouse ES cells. Bmi1-luciferase knock-in reporter, 24 h; 100% = twice the neutral-well signal. reporter increase, % at 12.5 µM. 350,000 tested, 2% active; in the data active = activation above about 40%;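 also: 0% = median of the plate's neutral control wells and 100% = double that signal; a rise in the Bmi1 reporter signal indicates esBAF inhibition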
# E-sel inducer: induces E-selectin expression in human endothelial cells | AID 686992 | HUVEC E-selectin immunofluorescence imaging; normalized: neutral wells 0, TNF-alpha wells 100 | activation, % at 7.58 µM | 260,000 tested, 0.37% active | P16581;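 active = mean E-selectin-positive cell signal at least 10% of the positive control, reached in at least 60% of replicates, without over 20% cell loss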;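 also: in these data hits start at about 27%; measured in HUVEC primary endothelial cells; signal is the percent of cells scored E-selectin positive by PE staining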
#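 Material: HUVEC primary endothelial cells; Amount: 3,000 cells per well; Dosing: single concentration; Medium: EGM-2 growth medium on 0.1% gelatin-coated wells; Read-out basis: percent E-selectin-positive cells; Signal: immunofluorescence imaging; Control set: TNF-alpha, DMSO.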
# * hit, by the source's call; / = no result given; & = joins results of further samples. The order is random; any-hit rate near 3.2%.
SMILES,ARNT-TACC3 inh,RAD54 branch,CASP6 VEID inh,RAD52 anneal inh,ERp5 block,PglD DTNB,esBAF inh,E-sel inducer
O=C(O)C=C1C2CC3CC(C2)CC1C3,-11,0,/,/,/,6,3,/
CS(=O)(=O)N(Cc1ccco1)CC(O)Cn1cc(C=O)c2ccccc21 (stereo not given),-3,4,/,/,/,-1,4,/
Cc1ccc(S(=O)(=O)N(C)C[C@H]2Oc3ccc(NS(=O)(=O)c4ccccc4)cc3CC(=O)N([C@@H](C)CO)C[C@@H]2C)cc1,-5,3,3,10,1,9,-2,-0.5
Cc1ccc(CNC(=O)C(C)C2Sc3ccccc3NC2=O)cc1 (stereo not given),-4,8,-1,-22,-4,-5,0,1.8
CC1(C)CC(=O)C(N=Nc2cc(Cl)c(Cl)c(Cl)c2)=C(O)C1,7,-5,/,/,/,5,-5,/
COC(=O)[C@]12C[C@H](CC(=O)NCc3ccc(C)o3)C(=O)N(Cc3ccc4c(c3)OCO4)C1=C[C@H](COCc1ccccc1)O[C@@H]2C,/,/,-1,-37,1,/,/,-0.1
CC1(C)CC(=O)C2=C(C1)OC(N)=C(C#N)[C@@]21C(=O)N(CC(N)=O)c2ccccc21,26,-5,/,/,/,1,-8,/
CCC1Nc2ncnc(N3CCN(c4ccccn4)CC3)c2N(Cc2ccc(Br)cc2)C1=O (stereo not given),3,-7,3,0,11,-5,-7,0.1
Cc1nnc(SCCn2c(N3CCCCC3)nc3c2c(=O)n(C)c(=O)n3C)s1,-12,6,/,/,/,5,-4,/
Cc1cccc(/C=N/NC(=O)c2ccncc2)n1,63*,/,0,-8,1,/,-11,1.1
Cc1ccc(S(=O)(=O)CCC(=O)Nc2cc(Cl)ccc2-n2cncn2)cc1,1,/,0,-27,4,/,/,/
O=C(NCC1CCC(C(=O)O)CC1)OCc1ccccc1 (stereo not given),3,/,0,-26,1,/,/,/
CCCNC(=O)C[C@@H]1CC[C@@H]2[C@@H](COc3ccc(NC(=O)Nc4c(C)noc4C)cc3C(=O)N2C)O1,-7,-13,1,12,6,4,2,0.0
C[C@@H]1CN([C@@H](C)CO)S(=O)(=O)c2ccc(-c3cncnc3)cc2O[C@H]1CN(C)C(=O)CN(C)C,-4,9,-1,-11,2,0,-2,0.7
CO[C@@H]1CN(C)C(=O)c2cc(NC(=O)Cc3ccccc3)ccc2OC[C@@H](C)N(C(C)=O)C[C@H]1C,-2,2,-1,-8,-3,0,2,0.4
COc1ccc(CN2CCC(n3nccc3NC(=O)c3ccc4c(c3)OCO4)CC2)cc1C,3,11,-8,7,5,6,-2,/
COc1cccc(CC2(CO)CCCN(C(=O)c3cc[n+]([O-])cc3)C2)c1 (stereo not given),/,-3,0,-17,0,-3,-3,/
N#C[C@H]1[C@@H](c2ccc(C3=CCCC3)cc2)[C@@H](CO)N1C(=O)NC1CCCCC1,/,/,0,-41,3,/,/,-0.1
OCc1cn(-c2ccccc2)nc1-c1ccco1,2,8,/,/,/,-4,42*,/
Cc1ccc(-n2c(=O)[nH]cc(C(=O)Nc3ccc4c(c3)OCCO4)c2=O)cc1,-2,3,/,/,/,-1,-10,-0.1
C[C@H](NC(=O)C[C@@H]1CC[C@H]2[C@H](COc3ccc(NC(=O)C4CCOCC4)cc3C(=O)N2C)O1)c1ccccc1,-2,-10,-1,-2,-1,1,-4,0.1
CCCN(C)C[C@H]1OCCCC[C@H](C)Oc2ccc(NS(=O)(=O)c3c(C)noc3C)cc2C(=O)N([C@@H](C)CO)C[C@@H]1C,1,9,-1,20,1,-1,-4,-0.2
C/C(=N\NC(=O)Cn1ccc(C(F)(F)F)n1)c1ccc(N2CCOCC2)cc1,-3,4,0,-14,0,-1,-8,/
O=C(CN1CCN(S(=O)(=O)c2ccc(F)cc2)CC1)Nc1ccccc1F,-1,-9,/,/,/,4,0,/

# The closing two records of the section above come first, to join the parts:
SMILES,ARNT-TACC3 inh,RAD54 branch,CASP6 VEID inh,RAD52 anneal inh,ERp5 block,PglD DTNB,esBAF inh,E-sel inducer
C/C(=N\NC(=O)Cn1ccc(C(F)(F)F)n1)c1ccc(N2CCOCC2)cc1,-3,4,0,-14,0,-1,-8,/
O=C(CN1CCN(S(=O)(=O)c2ccc(F)cc2)CC1)Nc1ccccc1F,-1,-9,/,/,/,4,0,/
COc1ccccc1Sc1ccccc1/C=N/NC(N)=O,-5,/,1,-12,5,/,1,/
Cc1cc(C)c(S(=O)(=O)Cc2ccccc2)c(OC(C)C)n1,-8,-7,-2,-9,2,-4,12,/
CCCC(=O)Nc1ccc2c(c1)C(=O)N(C)[C@H]1CC[C@H](CC(=O)NCc3ccccc3Cl)O[C@@H]1CO2,-4,-3,-3,-10,-7,2,4,-0.1
CC(C)(C)NC(=O)NC(=O)COC(=O)c1cccc(OC(F)F)c1,-2,1,/,-7,1,-1,-1,0.1
COc1ccc(CN(C)C[C@@H]2Oc3ccc(NC(=O)NC4CCCCC4)cc3CC(=O)N([C@@H](C)CO)C[C@H]2C)cc1,/,2,-3,19,4,1,-3,2.1
CC1(C(=O)Nc2ccc3c(c2)OCCO3)CCC(=O)N1CC(F)(F)F (stereo not given),/,-1,2,0,5,4,-4,0.0
O=[N+]([O-])c1ccc2ccn(C3OCC(O)C(O)C3O)c2c1 (stereo not given),-6,/,-4,-16,4,/,/,20
O=C(C[C@H]1C[C@@H]2c3cc(NC(=O)c4ccc5c(c4)OCO5)ccc3O[C@@H]2[C@@H](CO)O1)NC1CCCC1,-5,-14,-1,15,-2,0,7,-0.2
CC(=O)CSc1ncnc2sc3c(c12)CCC3,-2,/,1,-18,3,/,/,-0.3
Cc1ccc(S(=O)(=O)N(C)C)cc1NC(=O)CSc1ncc(C(F)(F)F)cc1Cl,-10,/,-2,-5,6,/,/,-1.2
O=C(C[C@H]1CC[C@@H]2[C@H](COC[C@@H](O)CN2S(=O)(=O)c2ccccc2)O1)NCc1ccc2c(c1)OCO2,12,-6,3,16,-1,2,1,0.1
CCc1ccc(NC(=O)c2cc(S(=O)(=O)N3CCCC3)c[nH]2)cc1,-4,-9,/,/,/,4,-9,/
O=C(CCN1CCCCC1)c1cccc(Cl)c1,-5,/,-3,-4,20,/,/,-0.4
Cc1ccc(NC(=O)c2cccc(S(=O)(=O)N3CCN(c4ccccc4)CC3)c2)nc1,-1,2,-3,-9,7,5,10,-0.4
COc1ccc(C(=O)Nc2cccnc2Cl)cc1OC,-2,3,-2,-2,1,-6,6,/
Cc1ccc(S(=O)(=O)Nc2ccc3c(c2)CC(=O)N([C@H](C)CO)C[C@H](C)[C@@H](CN(C)CC2CCCCC2)O3)cc1,11,-6,3,29,2,-2,5,0.3
O=C(CC1CC1)N1[C@H](CO)[C@@H](c2ccccc2)C12CN(Cc1cccnc1)C2,/,/,4,0,0,/,/,1.1
COc1ccc(-c2nc(CN3CCC(C(=O)NC4CCN(Cc5ccccc5)CC4)CC3)c(C)o2)cc1OC,3,0,-37,14,8,1,-10,/
O=C(Nc1ccc(S(=O)(=O)NC2=NCCCCC2)cc1)c1cc(S(=O)(=O)N2CCOCC2)ccc1F,-6,2,2,-3,5,-6,-3,-0.6
COc1ccc(S(=O)(=O)Nc2ccc3c(c2)CC(=O)N([C@@H](C)CO)C[C@H](C)[C@@H](CN(C)C(=O)Nc2ccc4c(c2)OCO4)O3)cc1,-7,5,3,-4,4,-5,-4,0.5
O=C(CCN1CCCCC1)NCC[C@@H]1CC[C@H](NS(=O)(=O)c2cccc(Cl)c2)[C@H](CO)O1,-2,-9,4,-6,2,-3,-2,-0.1
Cc1cc([N+](=O)[O-])ccc1NC(=O)c1ccco1,-15,/,1,6,-5,/,-3,/
CC(C)(CSc1ncccn1)NS(=O)(=O)c1ccccc1,/,1,-5,-5,1,6,2,0.0
CCCCN(C(=O)C1CC(=O)N(Cc2ccc(C)cc2)C1)c1c(N)n(CCCC)c(=O)[nH]c1=O (stereo not given),-5,-6,2,-10,0,-3,2,/
Cc1nn(-c2ccccc2)c(Cl)c1C(=O)Nc1c(C)n(C)n(-c2ccccc2)c1=O,0,4,-3,2,0,1,-4,/
C/C=C/c1ccc2c(c1)O[C@H](CN(C)C(=O)Nc1ccccc1)[C@@H](C)CN([C@H](C)CO)S2(=O)=O,-1,3,4,-12,-1,-1,6,0.5
Cc1ccc2nc(C)cc(N/N=C/c3ccc(F)cc3)c2c1,1,-6,4,-26,2,7,7,/
O=C(c1ccc(Cl)cc1Cl)N1CCSCC1,0,-5,3,-15,-2,5,/,-0.4
CN(C(=O)c1cccc(NC(=O)Cc2ccc(NC(=O)C3CCN(C(=O)CCc4ccccc4)CC3)cc2)c1)C1CCCC1,/,/,-1,-100,4,/,/,-0.2
COc1ccc(S(=O)(=O)n2nc(OCc3cccs3)cc2N)cc1,-10,3,5,-12,5,-2,-2,2.4
COc1ccc(NC(=O)CC(C)C)c([N+](=O)[O-])c1,-3,1,0,-17,4,-3,5,-0.3
Cc1ccc(N2C(=O)c3sc4nnc(C)c(=O)n4c3C2=O)cc1,7,-1,3,1,-1,-1,-6,/
COc1ccccc1CN1C[C@@H](C)[C@@H](OC)CN(C)C(=O)c2cc(NC(C)=O)ccc2OC[C@@H]1C,0,-1,/,4,3,1,-12,-0.3
O=C(NCCCN1CCOCC1)c1nn(-c2ccccc2)c(=O)c2ccccc12,-1,4,-4,-1,-2,0,-4,0.8
O=C(Nc1ccc(Cl)cc1)c1cccnc1N1CCCCC1,-8,7,/,/,/,-1,-5,/
Oc1ccccc1-n1nc2ccc3nonc3c2n1,-8,/,4,-4,-1,/,8,-2.6

# Of the compounds above, these contain a thiophene ring, fused or not.
SMILES,ARNT-TACC3 inh,RAD54 branch,CASP6 VEID inh,RAD52 anneal inh,ERp5 block,PglD DTNB,esBAF inh,E-sel inducer
CC(=O)CSc1ncnc2sc3c(c12)CCC3,-2,/,1,-18,3,/,/,-0.3
COc1ccc(S(=O)(=O)n2nc(OCc3cccs3)cc2N)cc1,-10,3,5,-12,5,-2,-2,2.4

# Next section
SMILES,ARNT-TACC3 inh,RAD54 branch,CASP6 VEID inh,RAD52 anneal inh,ERp5 block,PglD DTNB,esBAF inh,E-sel inducer
N=C(N)c1ccccc1,2&1,3&-5,-1&2,-10&4,3&-2,0&-5,7&5,0.4&0.0
N#C[C@@H]1[C@H](c2ccc(C#Cc3ccccc3F)cc2)[C@@H](CO)N1C(=O)c1cccnc1,2,-1,3,-88,-2,-1,-60,1.0
CC(=O)N1C(C)(C)CC(=NOC(=O)c2ccc(C)cc2)CC1(C)C,-22,/,/,-25,2,/,/,1.7
NC(c1ccccc1)c1csc(NC(=O)Nc2cccc(Cl)c2)n1 (stereo not given),/,5,2,-38,13,5,-10,10
CO[C@H](CN(C)Cc1ccc2c(c1)OCO2)[C@@H](C)CN(C(=O)c1ccccc1)[C@H](C)CO,10,6,-2,-2,1,0,2,0.1
O=C(Cc1cccnc1)N1[C@H](CO)[C@H]2c3ccccc3NC[C@H]21,3,-6,2,1,16,-1,2,0.2
CC(=O)c1sc(NC(=O)CS(=O)(=O)c2ccc(F)cc2)nc1C,0,/,2,-17,0,/,/,0.0
C#CCOC(=O)c1ccccc1C(=O)O,-18,-15,/,/,/,0,6,/
O=C(Nc1ccccn1)c1ccc(Cl)c(S(=O)(=O)N2CCCCCC2)c1,0,2,1,-2,-1,-4,83*,0.1
COc1ccc(-n2nc(C(=O)NCC(=O)NC(C)C)c3ccccc3c2=O)cc1OC,-5,/,/,-5,4,/,/,0.2
COc1ccc(S(=O)(=O)N2CCCOC2CNC(=O)C(=O)NCc2ccco2)cc1 (stereo not given),10,/,-1,-21,0,/,/,/
CCc1cc(C=C(Cl)Cl)oc(=O)c1C,-1,-8,-2,-12,-2,1,-1,/
CC(=O)N(C)C[C@@H]1Oc2cc(-c3ccc(C)cc3)ccc2S(=O)(=O)N([C@H](C)CO)C[C@@H]1C,-10,-2,0,4,1,0,-1,/
COc1cccc(C(=O)C(C#N)=C(SC)SC)c1,-5,-2,-2,-10,2,8,/,0.1
